# hIAP act: human IAP activation. P09923. purified human IAP, CDP-Star luminescence, 30 min; hits give high values; 1 = vehicle-only enzyme, 0 = enzyme-free background. activation factor at 10 µM. 0.16% of 330,000 active. AID 2524;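 active means activation factor of the enzyme at least 2-fold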; further: the source names both 10 and 20 µM as test concentration; values of inactives mirror those of a sister screen read the other way
# GRIN3A LBD mod: modulators (binders) of human NR3A ligand-binding domain; 2.5% of 340,000 active; Tm shift relative to glycine control, % at 25 µM; AID 1259313; NR3A LBD differential scanning fluorimetry, Tm shift; 0% = protein alone, 100% = glycine-bound protein;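 active means melting temperature shift of at least 10% of the positive control shift, at one fixed dose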
# ATG4B inh: ATG4B (human) cysteine protease inhibition | AID 504462 | Q9Y4P1 | 0.51% of 340,000 active | ATG4B cleavage of LC3-PLA2, NBD-HPC fluorescence, 1 h | inhibition, % at 8.33 µM; in the data active means inhibition above about 40%
# PfGluPho inh: PfG6PD (Plasmodium falciparum) enzyme inhibition; PfGluPho enzyme, NADPH resazurin-diaphorase fluorescence; inhibition, % at 20 µM; 0.78% of 350,000 active; AID 504690;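 active means inhibition reaching at least a set limit at 20 µM in the primary screen, cut at about 59% in these data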;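 further: 0% = DMSO wells with substrate and 100% = DMSO wells lacking glucose-6-phosphate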
# SENP8 inh: inhibitors of human SENP8 protease | 0.64% of 360,000 active | Q96LD8 | recombinant SENP8, Nedd8 substrate fluorescence | inhibition, % at 20 µM | AID 602440; in the data active means inhibition mostly above about 40%, no sharp cut-off; inactive means mostly below about 27%
# Target sequence (Q96LD8 whole entry, looked up): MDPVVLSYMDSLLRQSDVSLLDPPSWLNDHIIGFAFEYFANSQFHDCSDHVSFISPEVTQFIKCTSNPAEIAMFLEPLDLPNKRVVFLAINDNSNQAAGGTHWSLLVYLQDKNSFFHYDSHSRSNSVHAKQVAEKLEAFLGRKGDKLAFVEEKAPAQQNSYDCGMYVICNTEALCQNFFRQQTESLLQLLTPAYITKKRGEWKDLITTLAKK
# SENP6 block: SENP6 protease inhibition | Q9GZR1 | Recombinant SENP6 catalytic domain, aminoluciferin luminescence | inhibition, % at 10 µM | 1.8% of 330,000 active;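 active means inhibition above about 50% at the single tested dose, limit read from the data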;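 further: plate controls were DMSO wells with enzyme for no effect and DMSO wells lacking enzyme for full effect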
# Target sequence (Q9GZR1 628-1112 limits assumed): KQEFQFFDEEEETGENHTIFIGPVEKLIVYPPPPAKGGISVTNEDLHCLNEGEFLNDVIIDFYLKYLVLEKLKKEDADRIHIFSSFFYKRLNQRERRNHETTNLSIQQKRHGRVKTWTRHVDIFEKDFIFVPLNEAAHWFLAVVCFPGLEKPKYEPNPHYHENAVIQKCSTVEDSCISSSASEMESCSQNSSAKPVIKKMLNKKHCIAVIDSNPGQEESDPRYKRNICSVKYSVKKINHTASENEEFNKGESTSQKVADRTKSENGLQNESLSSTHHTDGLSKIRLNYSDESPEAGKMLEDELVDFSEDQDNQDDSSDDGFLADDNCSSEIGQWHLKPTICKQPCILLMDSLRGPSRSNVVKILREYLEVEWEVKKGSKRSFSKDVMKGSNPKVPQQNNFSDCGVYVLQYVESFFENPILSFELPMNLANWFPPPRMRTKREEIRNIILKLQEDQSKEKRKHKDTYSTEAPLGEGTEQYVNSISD
# MPTP block: permeability transition pore inhibition | 1.4% of 360,000 active | isolated mouse mitochondria, Ca2+ swelling absorbance, 30 min | inhibition, % at 10 µM;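 active means inhibition of 50% or more, scaled per plate between neutral and stimulator controls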;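 further: 0% = DMSO wells given calcium and 100% = 1 mM EGTA wells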
# SENP1 FRET inh: inhibitors of human SENP1 SUMO protease catalytic domain; AID 624204; recombinant SENP1 catalytic domain, CyPet-SUMO1-YPet FRET cleavage; Q9P0U3; inhibition, % at 10 µM; 0.21% of 360,000 active;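 active means inhibition at least 30% at 10 µM, raw YFP signal under a set limit, fluorescence ratio 0.5 to 1.5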;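 further: 0% = enzyme with DMSO and 100% = no enzyme wells; some results filed as inactive read as strong as hits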
# Target sequence (Q9P0U3 419-644 limits assumed): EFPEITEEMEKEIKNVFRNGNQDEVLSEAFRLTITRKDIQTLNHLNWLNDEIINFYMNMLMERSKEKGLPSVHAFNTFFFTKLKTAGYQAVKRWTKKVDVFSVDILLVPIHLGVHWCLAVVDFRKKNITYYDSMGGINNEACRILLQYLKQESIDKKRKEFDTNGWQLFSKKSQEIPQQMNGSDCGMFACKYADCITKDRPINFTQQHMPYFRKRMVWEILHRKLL
#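 Compound: 10 µM single point, 0.5% DMSO; Test system: hSENP1 catalytic domain, recombinant; Timing: 50 min reaction at room temperature; Technique: FRET, CFP and YFP emission; Control set: no-enzyme wells low, DMSO-plus-enzyme wells high control.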
# The depositor's hits bear a star; i = inactive; . = no result given.
Structure	hIAP act	GRIN3A LBD mod	ATG4B inh	PfGluPho inh	SENP8 inh	SENP6 block	MPTP block	SENP1 FRET inh
CC(=O)N/C(=C\c1ccccc1)C(=O)OCC(=O)NC(C)C12CC3CC(CC(C3)C1)C2 (configuration not stated)	0.9	-3	1	16	8	-6	-2.1	3
COCCCNC(=O)Cn1nnc(-c2ccccc2NC(=O)c2ccc(F)cc2)n1	0.76	-1	15	-17	7	-7	0.3	0
NNC(=O)C1CC1c1ccccc1 (configuration not stated)	0.93	-6	8	-18	4	-9	-1.4	1
COc1ccc(NC(=O)C2CCCCN2CC(=O)OCc2ccccc2)cc1OC (configuration not stated)	1.2	-4	-2	-6	12	-14	0.7	0
CC(=O)Nc1c2c(nn1-c1ccc(C)cc1C)CS(=O)C2 (configuration not stated)	0.9	1	2	-4	-19	0	-1.1	-1
COc1ccc(S(=O)(=O)N2CN(CCc3ccc(OC)c(OC)c3)c3nc4ccccc4nc32)cc1	1	4	-11	20	-67	-14	0.9	-5
CCOC(=O)C1=C(C)NC(C)=C(C(=O)OCC)C1C(=O)O	0.94	-1	1	-4	18	16	2.0	2
CC(C)CCN1CCNC(=O)C1CC(=O)NCCCN1CCOCC1 (configuration not stated)	1	1	2	-18	-8	1	0.7	2
COc1ccccc1CNC(=O)C[C@@H]1C[C@H]2c3cc(NC(=O)c4ccc5c(c4)OCO5)ccc3O[C@H]2[C@@H](CO)O1	.	.	.	-9	-1	.	-0.5	0
Cn1c(CO)cnc1-c1ccccc1	1	8	6	-13	8	-7	-0.2	2
CCOC(=O)C1CCN(S(=O)(=O)c2ccc(Cl)s2)CC1	0.82	0	-14	-13	3	-1	-1.6	2
CCc1nnc(NC(=O)C2CCCN2C(=O)Nc2ccc(C)cc2)s1 (configuration not stated)	1	0	-12	0	5	7	-1.1	2
Nc1nc2ccccc2n1/N=C/c1ccc([N+](=O)[O-])s1	0.91	-1	6	21	21	22	-3.3	0
CCCCSc1nnc(-c2ccc(OC)cc2)n1C	0.9	0	-4	-12	11	6	-1.5	0
NC1=NC(c2cccc(O)c2)n2c(nc3ccccc32)N1 (configuration not stated)	0.93	1	4	-3	4	-18	0.7	2
Clc1nc(-c2n[nH]nc2Cl)n[nH]1	1.1	-1	-10	5	16	-17	1.3	0
O=C(c1ccc(Cl)c(Cl)c1)c1cc(-c2ccccn2)c(N2CCOCC2)s1	1	-6	1	16	-54	-3	0.6	-32
Cc1ccccc1-c1nnc(SCC(=O)Nc2cccc(C)c2C)o1	0.97	-2	14	-4	6	-1	3.9	1
COc1ccc(C(=O)C2CCCN(C(=O)c3ccc(F)cc3)C2)cc1OC (configuration not stated)	0.96	6	-4	11	4	-13	1.3	1
COC(=O)c1c(NC(=S)NN2CCN(C)CC2)sc2c1CCC(C)C2 (configuration not stated)	0.94	-26	-19	15	4	-9	28	-4
COc1ccc(NC(=O)Cn2cnc3ccccc3c2=O)cc1OC	0.86	-9	-4	4	8	15	-2.7	1
C=CCn1c(-c2cc(OC)c(OC)c(OC)c2)n[nH]c1=S	1.6	2	-2	25	-1	0	-4.4	3
Cc1[nH]c2ccccc2c1CN1CCN(c2ccccn2)CC1	0.95	-1	6	-2	11	-19	0.5	-1
COc1ccccc1OCCOc1ccc(/C=C2/C(=N)N3OC(C)=CC3=NC2=O)cc1OC	1	1	2	-4	-286	-6	1.0	-15

# Entries of single compounds as entered above. Values in the order: hIAP act, GRIN3A LBD mod, ATG4B inh, PfGluPho inh, SENP8 inh, SENP6 block, MPTP block, SENP1 FRET inh
# Record of `C=CCn1c(-c2cc(OC)c(OC)c(OC)c2)n[nH]c1=S` → 1.6, 2, -2, 25, -1, 0, -4.4, 3
# Record of `COc1ccc(NC(=O)Cn2cnc3ccccc3c2=O)cc1OC` → 0.86, -9, -4, 4, 8, 15, -2.7, 1

# Next compounds follow:
# Screens by letter – A = hIAP act; B = GRIN3A LBD mod; C = ATG4B inh; D = PfGluPho inh; E = SENP8 inh; F = SENP6 block; G = MPTP block; H = SENP1 FRET inh
> CSc1ccccc1NC(=O)c1cc(-c2ccco2)on1
  A = 1.1; B = 0; C = 1; D = 31; E = 9; F = -12; G = 20; H = -3

> COc1ccc2[nH]cc(C(=O)CNc3nc(C)cs3)c2c1
  A = 0.99; B = 10; C = 1; D = 5; E = -18; F = 13; G = 1.1; H = -3

> Clc1ccc(N=c2ssnc2Cl)cc1
  A = 0.88; B = 14*; C = -18; D = -9; E = 22; F = 14; G = 3.9; H = 0

> CCCCn1c(N)c(N(CCOC)C(=O)c2ccc(-c3ccc(C(C)=O)cc3)o2)c(=O)[nH]c1=O
  A = 1.1; B = 0; C = 0; D = -14; E = -325; F = 2; G = -1.7; H = -49

> O=C(NNC(=O)C1CC=CCC1C(=O)O)c1ccc(Cl)cc1 (configuration not stated)
  A = 0.82; B = -1; C = -10; D = 0; E = 17; F = 10; G = 0.0; H = 2

> Cc1ccc(C(=O)NCCC(=O)Nc2ccccc2C)cc1
  A = 1.4; B = -2; C = -4; D = -14; E = 28; F = -15; G = -0.3; H = 2

> O=C1C(c2ccncc2)N(CCC2=CCCCC2)C(=O)CN1C1CCCCC1 (configuration not stated)
  A = 0.99; B = -1; C = 21; D = -14; E = 6; F = 1; G = -1.8; H = 0

> O=C(Nc1cccnc1)c1ccco1
  A = 0.94; B = -3; C = -11; D = 4; E = 12; F = -12; G = -2.0; H = 0

> CCOC(=O)c1c(-n2cnnn2)sc(C)c1C
  A = 0.8; B = 2; C = -1; D = 32; E = -10; F = 6; G = 7.1; H = 2

> COc1ccc(Nc2nc(N)nc(CSC(=S)N3CCN(C)CC3)n2)cc1
  A = 1.1; B = 0; C = 2; D = 13; E = 11; F = 0; G = 0.3; H = 1

> COc1cccc(Nc2cc(N3CCOCC3)c3nonc3c2[N+](=O)[O-])c1
  A = 1.2; B = 0; C = 7; D = 10; E = 44*; F = 4; G = -1.4; H = -19

> CC(=O)c1c(C(C)=O)c(C)n(NC(=O)c2ccncc2)c1C
  A = 1.2; B = 0; C = -3; D = -9; E = 4; F = -7; G = -0.1; H = 2

> Cc1nc(CNC(=O)C2CCC(=O)N(Cc3cccc(F)c3)C2)sc1C (configuration not stated)
  A = 1.1; B = -1; C = 0; D = 1; E = -8; F = 0; G = -1.0; H = -2

> Cc1cccc(CNC(=O)C2CCC(=O)N(Cc3ccccc3F)C2)n1 (configuration not stated)
  A = 1.2; B = 0; C = -2; D = -18; E = -7; F = -24; G = -0.1; H = -1

> CCn1nc(C)c(/C=N/NC(=S)Nc2ccc(Cl)cc2Cl)c1C
  A = 0.98; B = -6; C = -4; D = -6; E = 18; F = 17; G = 4.9; H = 3

> COc1ccc(CN2C(=O)C(CC(=O)NCCCCc3ccccc3)CC(C(=O)N3CCOCC3)=C2C)cc1 (configuration not stated)
  A = .; B = .; C = .; D = -4; E = 8; F = .; G = -1.5; H = 1

> C[C@@H]1CN([C@@H](C)CO)C(=O)c2cc(Br)cnc2O[C@H]1CN(C)S(=O)(=O)c1ccccc1
  A = .; B = .; C = .; D = 9; E = -9; F = .; G = -1.4; H = -1

> COc1ccc(-n2nnc3c(SCC(=O)NCC4CCCO4)ncnc32)cc1 (configuration not stated)
  A = 0.9; B = -2; C = 1; D = -12; E = -37; F = 44; G = 2.7; H = 1

> CCC(C)NC(=O)CCc1nnc2ccc(N3CCC(C)CC3)nn12 (configuration not stated)
  A = 1.2; B = 0; C = -4; D = -4; E = 6; F = -10; G = 2.0; H = 2

> CC1CCN(C(=O)COC(=O)c2ccc(Cl)nc2)CC1
  A = 0.97; B = 1; C = -3; D = -6; E = 13; F = 2; G = -2.1; H = 2

> CC[C@]12c3[nH]c4ccc(Cl)cc4c3CCN1C(=O)[C@@H](CC(=O)NCCC1=CCCCC1)C[C@@H]2C(=O)N1CCN(C(=O)c2ccco2)CC1
  A = .; B = -8; C = -3; D = 29; E = 9; F = .; G = -0.7; H = 2

> COc1ccc(C#Cc2c(-c3ccsc3)oc3ccc(N4CCOCC4)cc23)cc1
  A = 0.83; B = 3; C = -3; D = 3; E = i; F = -7; G = 1.3; H = -13

> CCOc1ccc(C(C)NC(=S)NC2CCCCC2)cc1OCC (configuration not stated)
  A = 1.1; B = 1; C = -6; D = 6; E = 10; F = -7; G = -0.2; H = 3

> CCN(CC)S(=O)(=O)c1ccc(C(=O)C(C#N)c2ccccn2)cc1 (configuration not stated)
  A = 1.5; B = 2; C = -1; D = -2; E = 6; F = -26; G = -0.2; H = -6

> CCN(C(=O)C1CC1)C1CCS(=O)(=O)C1 (configuration not stated)
  A = 1.1; B = 0; C = 1; D = -5; E = 13; F = -19; G = 0.0; H = 3

> O=C(N/N=C/C(Cl)=C/c1ccc([N+](=O)[O-])cc1)C(=O)Nc1cccc(C(=O)O)c1
  A = 1; B = 0; C = 4; D = -6; E = 20; F = 14; G = 1.6; H = 4

# Entries from the list above that contain a Cl atom:
# Screens by letter – A = hIAP act; B = GRIN3A LBD mod; C = ATG4B inh; D = PfGluPho inh; E = SENP8 inh; F = SENP6 block; G = MPTP block; H = SENP1 FRET inh
> CCOC(=O)C1CCN(S(=O)(=O)c2ccc(Cl)s2)CC1
  A = 0.82; B = 0; C = -14; D = -13; E = 3; F = -1; G = -1.6; H = 2

> Clc1nc(-c2n[nH]nc2Cl)n[nH]1
  A = 1.1; B = -1; C = -10; D = 5; E = 16; F = -17; G = 1.3; H = 0

> O=C(c1ccc(Cl)c(Cl)c1)c1cc(-c2ccccn2)c(N2CCOCC2)s1
  A = 1; B = -6; C = 1; D = 16; E = -54; F = -3; G = 0.6; H = -32

> Clc1ccc(N=c2ssnc2Cl)cc1
  A = 0.88; B = 14*; C = -18; D = -9; E = 22; F = 14; G = 3.9; H = 0

> O=C(NNC(=O)C1CC=CCC1C(=O)O)c1ccc(Cl)cc1 (configuration not stated)
  A = 0.82; B = -1; C = -10; D = 0; E = 17; F = 10; G = 0.0; H = 2

> CCn1nc(C)c(/C=N/NC(=S)Nc2ccc(Cl)cc2Cl)c1C
  A = 0.98; B = -6; C = -4; D = -6; E = 18; F = 17; G = 4.9; H = 3

> CC1CCN(C(=O)COC(=O)c2ccc(Cl)nc2)CC1
  A = 0.97; B = 1; C = -3; D = -6; E = 13; F = 2; G = -2.1; H = 2

> CC[C@]12c3[nH]c4ccc(Cl)cc4c3CCN1C(=O)[C@@H](CC(=O)NCCC1=CCCCC1)C[C@@H]2C(=O)N1CCN(C(=O)c2ccco2)CC1
  A = .; B = -8; C = -3; D = 29; E = 9; F = .; G = -0.7; H = 2

> O=C(N/N=C/C(Cl)=C/c1ccc([N+](=O)[O-])cc1)C(=O)Nc1cccc(C(=O)O)c1
  A = 1; B = 0; C = 4; D = -6; E = 20; F = 14; G = 1.6; H = 4

# Compound activity deposited in PubChem BioAssay by Sanford-Burnham Center for Chemical Genomics.
